Assay outcomes (PubChem)
HCV core dimer: HCV core protein dimerization inhibition; TR-FRET GST/Flag-core106 dimerization, 1536-well; inhibition, % at 5 µM; 300,000 compounds, 0.33% hits; AID 1899;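 active means inhibition above the mean of all tested compounds plus 3 SD, set per screening campaign, cut at about 45% in these data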
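Test system: GST/Flag-tagged HCV core106 proteins; Medium: KF-containing HEPES buffer, pH 7.45, DTT, CHAPS, BSA; Times: compound-protein-antibody incubation 4 h at 22.5 °C; Detection: TR-FRET 671 and 617 nm emission; Benchmarks: wells lacking GST-core106 and wells with excess unlabelled core106.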
procasp3 activ: activates human procaspase-3; recombinant procaspase-3 D3A, Ac-DEVD-pNA absorbance 405 nm; P42574; 330,000 compounds, 0.11% hits; activation, % at 8.5 µM;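 active means activation above the mean of all tested compounds plus 3 SD, cut at about 21% in these data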;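 further: 0% = DMSO alone and 100% = DMSO wells spiked with extra 5 µM PC-3 D3A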
Target sequence (P42574 whole entry D9A/D28A/D175A): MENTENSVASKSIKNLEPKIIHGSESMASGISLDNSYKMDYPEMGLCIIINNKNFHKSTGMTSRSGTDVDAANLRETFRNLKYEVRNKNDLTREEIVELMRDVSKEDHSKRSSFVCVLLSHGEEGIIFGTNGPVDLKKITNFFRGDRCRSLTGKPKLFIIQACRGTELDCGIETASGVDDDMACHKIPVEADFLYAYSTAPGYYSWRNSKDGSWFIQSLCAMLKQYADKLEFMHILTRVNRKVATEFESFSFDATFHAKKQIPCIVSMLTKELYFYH
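material = Procaspase-3 D3A mutant | probe or stimulus = Ac-DEVD-pNA | compound = single dose, 8.5 µM nominal compound, 0.8% DMSO | timing = 1 h preincubation, 2 h reaction | measured by = 405 nm absorbance of p-nitroaniline, reads at 0 and 120 min | benchmarks = DMSO-only low control, 5 µM PC-3 D3A high control | repeats = singlicate, each compound tested once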
JMJD2C inh: human JMJD2C demethylase inhibition; GST-JMJD2C(1-420) H3K9me3 demethylation, DELFIA europium; inhibition, % at 2.35 µM; 330,000 compounds, 0.069% hits;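 active means more than half of a compound's replicate wells show inhibition beyond 50%, single wells judged on their own value; inconclusive means some, but no more than half, of replicates pass 50% inhibition; inactive means no replicate passes 50% inhibition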;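 further: signal counts dimethyl H3K9 product captured on neutravidin plate; 0% = median of DMSO wells and 100% = 0.3 times that DMSO median; strong numbers were not always called active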
CTSL1 counter: blocks F. hepatica cathepsin L1 in PFM18AAP counter-screen; recombinant F. hepatica cathepsin L1, Z-Leu-Arg-MCA fluorescence; AID 1906; 300,000 compounds, 0.49% hits; inhibition, % at 5.96 µM;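 active means inhibition above the mean of all tested compounds plus 3 SD, set per screening campaign, cut at about 17% in these data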;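 further: 0% = plate median of test compound wells and 100% = 1 µM Z-Phe-Ala-diazomethylketone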
PP5 primary: PP5 (human) phosphatase inhibition; AID 1987; inhibition, % at 6.7 µM; purified PP5c, OMFP substrate fluorescence; 320,000 compounds, 0.18% hits; P53041;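 active means inhibition above the campaign's mean inhibition across all tested compounds plus 3 SD, cut at about 9.5% in these data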;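 further: 0% = DMSO only and 100% = 100 µM cantharidin control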
PP1 counter: blocks human PP1-alpha phosphatase, a PP5 counter-screen; inhibition, % at 6.7 µM; 320,000 compounds, 0.9% hits; P62136; purified PP1alpha, OMFP fluorescence; AID 2235;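 active means inhibition above the mean inhibition of all tested compounds plus 3 SD, computed separately for each screening campaign, cut at about 15% in these data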
Target sequence (P62136 whole entry, looked up): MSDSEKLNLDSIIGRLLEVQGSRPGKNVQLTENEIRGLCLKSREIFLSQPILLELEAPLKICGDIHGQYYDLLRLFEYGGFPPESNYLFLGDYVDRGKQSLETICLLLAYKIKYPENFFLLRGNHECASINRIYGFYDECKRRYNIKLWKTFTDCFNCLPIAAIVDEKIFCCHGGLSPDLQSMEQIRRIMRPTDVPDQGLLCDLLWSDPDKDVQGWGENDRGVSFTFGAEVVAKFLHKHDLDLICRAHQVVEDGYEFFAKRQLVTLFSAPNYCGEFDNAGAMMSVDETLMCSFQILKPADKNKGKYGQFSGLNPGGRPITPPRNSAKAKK
proCasp7 act: counter-screen: procaspase-7 (human) activation. P55210. recombinant procaspase-7, Ac-DEVD-pNA absorbance 405 nm; D23A/D198A/D206A triple mutant, cannot self-cleave; scale: DMSO 0, 5 µM enzyme 100. activation, % at 8.5 µM. 330,000 compounds, 0.093% hits. AID 463210;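 active means percent activation above the screen-wide mean plus 3 SD, cut at about 25% in these data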
Target sequence (P55210 whole entry D23A/D198A/D206A): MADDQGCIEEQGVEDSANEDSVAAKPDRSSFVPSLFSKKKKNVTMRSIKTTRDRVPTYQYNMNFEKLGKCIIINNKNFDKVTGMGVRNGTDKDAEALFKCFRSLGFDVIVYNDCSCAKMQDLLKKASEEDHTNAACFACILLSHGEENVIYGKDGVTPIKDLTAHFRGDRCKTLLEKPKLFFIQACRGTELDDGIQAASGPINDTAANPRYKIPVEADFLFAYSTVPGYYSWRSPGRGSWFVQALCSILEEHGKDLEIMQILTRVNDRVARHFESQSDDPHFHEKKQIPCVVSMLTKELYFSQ
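Assay system: Uncleavable procaspase-7 mutant enzyme / Input: 2 µM procaspase-7 mutant as dispensed / Dosing: single nominal 8.5 µM compound dose, 0.8% DMSO final / Timing: 1 h enzyme–compound preincubation and 2 h substrate reaction, both 25 °C / Detection: p-Nitroaniline absorbance at 405 nm, read at 0 and 120 min / Replication: singlicate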
Efflux pump mplx: blocks antifungal efflux pumps in multiplex yeast assay; inhibition, % at 10 µM; S. cerevisiae Candida pump triplex, Nile Red efflux; 330,000 compounds, 0.44% hits;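 active means plate passing quality check with inhibition over a set limit, or well fluorescence over plate mean plus 4 SD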;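 further: Nile Red retained in pooled yeast measured as flow cytometry median fluorescence; 0% = buffer negative control and 100% = Enniatin B positive control; higher means more Nile Red kept so more efflux inhibition; some compounds called inactive have numbers as strong as hits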
TPT1 inhibitor: C. albicans TPT1 enzyme inhibition; recombinant caTPT1, FP RNA substrate dephosphorylation; inhibition, % at 5 µM; 300,000 compounds, 0.81% hits; AID 1962;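 active means inhibition above the mean of all tested compounds plus 3 SD, set per screening campaign, cut at about 24% in these data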;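 further: plate controls were DMSO alone for no effect and ferristatin control at 100 nM for full effect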
* = called active by the depositor; u = inconclusive; x = not tested or not shown; & = joins results of further samples.

SMILES | HCV core dimer | procasp3 activ | JMJD2C inh | CTSL1 counter | PP5 primary | PP1 counter | proCasp7 act | Efflux pump mplx | TPT1 inhibitor
Cc1cccc2nc(CNC(=O)CC3C(=O)NCCN3Cc3cccc(F)c3)cn12 (stereo unspecified) | -13 | 0 | 5 | -6 | 2.1 | 2 | -7 | 0.4 | -2
COc1ccc2nc(-n3c(O)c(C4=c5ccccc5=NC4=O)[nH]c3=S)sc2c1 | -2 | -9 | 4 | 2 | 2.8 | 15* | -6 | 0.1 | 3
C=CCN1C(=O)c2ccc(C(=O)N(C)CC(=O)Nc3ccccc3Cl)cc2C1=O | 1 | -3 | -18 | -1 | -0.6 | -5 | 3 | 0.0 | -2
O=C(CSc1nnc(-c2cccnc2)o1)Nc1cccc(F)c1 | 2 | 8 | -1 | 0 | -1.1 | -4 | 12 | -0.1 | 0
COc1ccc(C2N3CC4(C)CN2CC(C)(C3)C4O)cc1 (stereo unspecified) | 6 | 7 | -13 | -3 | 1.0 | -5 | -3 | 0.1 | -9
CCN(c1ccc(NC(=O)CSCc2c(C)noc2C)cc1)C(C)C | x | 1 | 14 | x | 3.0 | -1 | -13 | -0.1 | x
O=C(CCCCCNC(=S)Nc1ccc(Cl)cc1)C[N+](=O)[O-] | 12 | -10 | 6 | 3 | 5.7 | -3 | 1 | -0.1 | 0
CCN1C(=O)/C(=C2\SC(=S)N(CCCOC)C2=O)c2ccccc21 | 0 | -1 | -4 | -2 | 3.3 | 1 | 3 | -0.1 | 1
O=C(NCCc1ccc(Cl)cc1)c1cc2ccccn2n1 | -3 | -11 | -10 | -6 | 0.7 | 0 | -12 | 0.0 | 2
O=C(Nc1ccccc1)c1cccc(NC(=O)c2ccco2)c1 | -9 | -4 | 5 | 2 | 0.2 | -1 | 7 | -0.1 | -3
COc1ccc(CC(=O)NCC2CCCN(Cc3cccc(SC)c3)C2)cc1 (stereo unspecified) | -7 | -1 | -3 | -6 | 5.9 | -4 | 1 | 0.3 | 3
CN(C)CCN(Cc1ccco1)S(=O)(=O)c1ccc(-c2ccc(=O)[nH]n2)s1 | -3 | 8 | 6 | -1 | 1.8 | -1 | 12 | 0.2 | -1
CCc1c(O)nc(SCC(N)=O)n(-c2ccccc2F)c1=O | -4 | -8 | 1 | -2 | 2.4 | -1 | -5 | 0.1 | -1
COc1ccc(N2CCN(C(=O)CCc3ccccc3OC)CC2)cc1 | 7 | 2 | -3 | -2 | -3.5 | 0 | 3 | -0.1 | -1
O=C(Cc1ccc(Cl)cc1)NC(=S)Nc1ccccc1O | 4 | -7 | -2 | -1 | 2.6 | 3 | 6 | 0.1 | 2
Oc1ccc(C[C@@H]2CNCCN2CCCCC2CCCCC2)cc1 | -28 | 3 | 106 | -5 | 1.9 | 5 | 2 | -0.2 | -1
Cc1cccn2c(=O)c3cc(C#N)c(=N)n(CCCN4CCOCC4)c3nc12 | 4 | -20 | -8 | 10 | -4.8 | 0 | -30 | -0.1 | -9
C/C(=N/NC(=O)CNC(=O)/C=C/c1ccccc1)c1ccco1 | 4 | 9 | 4 | 4 | 0.6 | 3 | 5 | -0.2 | 1
Cc1ccc(-n2ncc3c(NCc4ccccn4)ncnc32)c(C)c1 | 1 | 2 | -1 | 1 | -0.7 | -1 | -5 | 0.0 | 0
COc1ccc(C(=O)COC(=O)c2cc(C)no2)c(OC)c1 | x | -1 | -4 | x | 1.9 | -3 | -14 | 0.2 | x
O=c1c2ccccc2nc(-c2cccs2)n1-c1ccc2ccccc2c1 | 12 | -10 | -1 | -1 | -0.6 | 7 | 2 | -0.6 | 3
OCC1CCCN(Cc2ccc(-c3ccccc3)cc2)C1 (stereo unspecified) | -1 | 1 | 4 | -1 | -0.6 | 2 | -10 | -0.1 | -1
Cc1ccc2c(CSc3nnnn3C)cc(=O)oc2c1 | -6 | 9 | 7 | -2 | 2.9 | 2 | 5 | -0.1 | -3
O=C(c1ccccc1F)N(Cc1ccccc1)C1CCS(=O)(=O)C1 (stereo unspecified) | 1 | 10 | 10 | -2 | -5.0 | -2 | 0 | 0.1 | 1
[O-]/C(=C(\C(=S)Nc1ccc(SC(F)F)cc1)[n+]1cccc(CO)c1)c1ccc(Cl)s1 | -6 | -16 | -16 | -5 | 2.2 | -1 | -17 | 0.1 | 9
COc1ccccc1Oc1ccccc1[N+](=O)[O-] | 2 | 6 | -9 | -1 | 3.8 | 4 | 9 | 0.0 | 3
COc1ccc(NS(=O)(=O)c2ccc(N3CCOCC3)c(NC(=O)c3ccco3)c2)cc1 | 0 | 6 | 32 | 4 | 0.4 | -3 | -2 | -0.2 | -2
CN(Cc1ccsc1)C(=O)CCc1nnc(Cc2c[nH]c3ccccc23)o1 | 3 | -1 | 8 | 1 | -0.4 | -2 | -3 | -0.1 | 1
Cc1nc(Sc2ccc(Cl)cc2)c(C#N)c(C)c1[N+](=O)[O-] | 4 | 1 | 4 | -3 | 2.4 | -8 | 6 | 0.2 | 0
CCN(CC(=O)Nc1c(F)cccc1F)C(=O)c1ccccc1F | -2 | -2 | -19 | -5 | -1.4 | 0 | -11 | 0.1 | -1

Single records, from the list above. Screens in order: HCV core dimer	procasp3 activ	JMJD2C inh	CTSL1 counter	PP5 primary	PP1 counter	proCasp7 act	Efflux pump mplx	TPT1 inhibitor
`O=C(c1ccccc1F)N(Cc1ccccc1)C1CCS(=O)(=O)C1` (stereo unspecified) is entered as 1	10	10	-2	-5.0	-2	0	0.1	1
`COc1ccccc1Oc1ccccc1[N+](=O)[O-]` is entered as 2	6	-9	-1	3.8	4	9	0.0	3

Remaining list, next part.
SMILES | HCV core dimer | procasp3 activ | JMJD2C inh | CTSL1 counter | PP5 primary | PP1 counter | proCasp7 act | Efflux pump mplx | TPT1 inhibitor
CN1CCN(CC#CCC2(O)c3ccccc3-c3ccccc32)CC1 | -1 | -1 | -1 | 0 | -0.4 | -3 | 1 | -0.1 | -2
Clc1ccc(N=C2SCCS2)cc1 | 0 | 1 | 1 | 7 | 0.4 | -4 | 8 | 0.0 | -2
Oc1cccc(N2Cc3ccccc3C2)c1 | 17 | -1 | -17 | -4 | 0.7 | -2 | -21 | 0.0 | 5
CC1CCCC(NC(=O)COC(=O)c2ccc3c(c2)OCCO3)C1C (stereo unspecified) | x | 1 | 10 | x | x | x | -1 | -0.1 | x
CCC(OC(=O)c1ccco1)C(=O)NCc1ccc(OC)cc1 (stereo unspecified) | -4 | -4 | 0 | -12 | 3.4 | -7 | -11 | 0.1 | 0
CS(=O)(=O)N1CCc2cc(-c3csc(NC(=O)Cc4ccccc4)n3)ccc21 | 5 | 4 | 11 | -1 | 7.1 | 2 | 5 | 0.0 | 4
N#CC1=C(N)OC2=C(C(=O)CCC2)C1c1cccs1 (stereo unspecified) | -4 | -3 | 8 | 1 | 3.0 | -2 | 6 | 0.7 | -2
COc1cc(CN2CCC(C(=O)NC3CCCC3)CC2)cc(OC)c1O | 2 | -6 | -23&-6 | -1 | 2.0 | -1 | -6 | -0.1 | 4
COc1ccc(N2CCN(Cc3nc4c(c(=O)n(C)c(=O)n4C)n3CCc3ccccc3)CC2)cc1 | -3 | -4 | 6 | -4 | 4.8 | 4 | 6 | 0.3 | 5
COc1ccc(C(=O)NCc2ccc3c(c2)OCO3)cc1S(=O)(=O)N(C)Cc1ccccc1 | 6 | 2 | -13 | 1 | -0.8 | 2 | 0 | 7.6* | -3
CCCN(CCC)C1CC(=O)N(Cc2ccccc2)C1=O (stereo unspecified) | -4 | -15 | 13 | 2 | -1.4 | -1 | -23 | -0.2 | 3
O=C(NNC(=O)c1ccc([N+](=O)[O-])o1)c1ccccc1 | -6 | -3 | 22 | 1 | 0.9 | -2 | -1 | 0.0 | 4
Cc1cc(NC(=O)CSc2nnc(-c3ccccc3F)n2C)no1 | x | 7 | 4 | x | 0.7 | 0 | -6 | 0.0 | x
CN(C)c1ccc(Nc2cc(Cl)ncn2)cc1 | -25 | 1 | -27 | 1 | -4.3 | 3 | -12 | 0.5 | 1
COc1ccc(F)cc1S(=O)(=O)NCC(=O)NCc1cc(=O)n(C)c(=O)n1C | -14 | 2 | 1 | 6 | 2.0 | 0 | -1 | -0.1 | 0
CS(=O)(=O)N(CC(O)CON=C1c2ccccc2-c2ccccc21)c1ccc(F)cc1 (stereo unspecified) | -7 | -4 | -44 | 1 | 5.1 | -2 | -4 | 0.1 | 1
O=C(CNC(=O)Cc1ccccc1)NCC(=O)OCC(=O)c1ccc(F)cc1 | -3 | -1 | 0 | -7 | 0.2 | 0 | 1 | 0.0 | -4
Fc1cccc(-c2c(-c3ccccc3)ncc3cc(F)ccc23)c1 | x | 4 | -5 | x | -2.2 | -5 | 7 | -0.1 | x
CCOC(=O)C1=C(c2ccccc2)NC(SCC(=O)Nc2ccccc2C)=C(C#N)C1c1ccco1 (stereo unspecified) | 9 | -4 | -1 | 2 | 5.7 | 6 | 1 | 0.2 | -1
COC(=O)C1=NN(c2ccc(C)cc2)C2(S1)SC(C(C)=O)=C(C)N2c1ccccc1 (stereo unspecified) | 1 | 6 | 6 | 0 | 2.7 | -7 | -2 | -0.1 | -1
COc1ccc(C(=O)c2ccc3oc(-c4ccc(OC)cc4)c(C#CCCO)c3c2)cc1 | -7 | -1 | 0 | 4 | 2.7 | -1 | 3 | -0.1 | -1
Fc1ccc(-n2c(-c3cc(C4CC4)[nH]n3)n[nH]c2=S)cc1Cl | 5 | -16 | 4 | 0 | -0.7 | -3 | -22 | 0.0 | -1
Cc1cc(C)c(C)c(S(=O)(=O)N[C@@H](C)C(=O)OCC(=O)NC2CCCC(C)C2C)c1C (stereo partly specified) | x | -4 | 2 | x | x | x | -4 | 0.4 | x
O=C(N=C1SC2CS(=O)(=O)CC2N1CCc1ccccc1)C1CC1 (stereo unspecified) | -2 | 1 | u | -1 | -1.7 | 3 | 9 | 0.0 | 1
COc1ccc(CNC(=O)Cn2cccc2C(=O)c2ccccc2)cc1 | -2 | 0 | 8 | 0 | -1.4 | -6 | 6 | -0.2 | -1
COc1ccc(NC2(c3ccc(Cl)cc3)C(=O)c3ccccc3C2=O)cc1 | 13 | -10 | 0 | 2 | 0.4 | -4 | 10 | 0.3 | -1
Cn1nc(-c2ccccc2)cc1NC(=O)C1CCCCC1 | -2 | 14 | 20 | -2 | 1.0 | 1 | 0 | 0.2 | -2
Cc1ccc([N+](=O)[O-])cc1NC(=O)CCSc1ccc(Cl)cc1 | 4 | 12 | 6 | 1 | 2.6 | 1 | -4 | 0.0 | 0
O=C(NCc1ccc2c(c1)OCO2)c1cc(Cl)ccc1Cl | 4 | 9 | 7 | 3 | 1.0 | -1 | 1 | -0.1 | -4
CCn1c(SC(C)C)nnc1C1CCN(S(=O)(=O)c2ccc(OC)cc2)CC1 | 5 | -8 | 2 | -1 | -2.5 | -5 | 0 | 0.1 | -1
